From PubChem
Eya2 inh: blocks the phosphatase activity of human Eya2; O00167; recombinant Eya2, OMFP fluorescence dephosphorylation (OMFP is methylfluorescein phosphate); Potency, µM (series often up to 76.9 µM), for the others: at the highest dose activity, negative = inhibition, usual class: inhibitors; hit rate 0.006% among 330,000; further: potency means the concentration at half of the fitted maximal effect; on the % scale 0 is the no-effect control and ±100 the full control effect
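Eya2 protein (added as 0.2 uM solution) was preincubated with compound for 10 min at ambient temperature in 50 mM HEPES pH 7.5, 50 mM NaCl, 5 uM MgCl2, 0.05% BSA, 1 mM DTT. OMFP (added at 50 uM) then reacted 10 min; fluorescence read at 485/525 nm.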
TCR act: activators of T cell receptors | primary human leukocytes, anti-CD3, IL-2 HTRF, 48 h | Potency, µM (top dose mostly 9.22 µM), for inactives: at the top dose activation of IL-2 secretion, usual class: activators | 330,000 tested, under 10 active; further: % of control where 0% means no effect
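Primary human leukocytes were stimulated with a-CD3 beads plus compounds for 48 hr without co-stimulation; secreted IL-2 was quantified by HTRF using a-IL-2-K (europium cryptate) and a-IL-2-d2, excited at 320nm with acceptor emission read at 665nm.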
TSHR antagonist: antagonists of human thyroid stimulating hormone receptor; hit rate 0.2% among 330,000; activity change, negative = inhibition, % at 11.5 µM; P16473; TSHR-expressing cells, TSH-stimulated cAMP HTRF, 2 h; stronger effect = lower value;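 active means activity change below a set negative limit, meaning inhibition stronger than a set level, cut at about -70% in these data; inconclusive means activity change between two set negative limits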; further: on the % scale 0 is the no-effect control and ±100 the full control effect
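Freshly harvested TSHR cells receive pin-tooled compound, then EC80 TSH at 4nM final. After 2 hours at 37 deg C, antibody in lysis buffer and cAMP-d2 are added; 30 minutes at ambient temperature precede the HTRF read.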
B2AR arrestin: agonists driving beta-arrestin recruitment to human beta2-adrenergic receptor; beta-arrestin recruitment to beta2AR, cell-based reporter; Potency, µM (series often up to 46.1 µM), for the others: at the top dose activation, most hits filed as activators; hit rate 0.02% among 330,000;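 further: potency means the concentration at half of the fitted maximal effect; 0% = DMSO controls and full agonism = EC100 isoproterenol or metaproterenol; nearly all actives have a fitted effect of over 65% in size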
Target sequence (P07550 whole entry, looked up): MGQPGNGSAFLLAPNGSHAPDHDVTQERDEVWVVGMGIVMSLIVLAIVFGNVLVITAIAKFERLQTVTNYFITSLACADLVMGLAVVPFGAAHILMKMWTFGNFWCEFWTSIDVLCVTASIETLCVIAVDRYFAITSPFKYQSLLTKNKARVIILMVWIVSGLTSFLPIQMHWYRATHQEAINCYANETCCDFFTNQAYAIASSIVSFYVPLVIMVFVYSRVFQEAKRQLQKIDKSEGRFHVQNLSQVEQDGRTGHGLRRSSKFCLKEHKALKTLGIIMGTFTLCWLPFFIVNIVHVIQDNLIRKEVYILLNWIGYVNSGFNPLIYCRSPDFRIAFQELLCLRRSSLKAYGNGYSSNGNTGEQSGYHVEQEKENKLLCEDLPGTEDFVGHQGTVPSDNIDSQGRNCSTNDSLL
uPA surface inh: blocks generation of uPA at the cell surface | Potency, µM (doses to about 38.3 µM), without a hit: at the highest dose activity change, negative = inhibition, usual class: inhibitors | cell surface uPA generation assay, qHTS | hit rate 0.31% among 330,000; active means well fitted inhibition curve with a large enough effect; inconclusive means small, poorly fitted or top-dose-only effect; inactive means no such curve, though single readings can be large or run the other way; tested in mouse RAW 264.7 cells; further: potency means the concentration at half of the fitted maximal effect; on the % scale 0 is the no-effect control and ±100 the full control effect; nearly all actives have a fitted effect of over 55% in size
Chronic BCR inh: inhibitors of chronic active B-cell receptor signaling | ABC-DLBCL IkBa-CBG/CBR reporter, luminescence ratio, 4 h | Potency, µM (series often up to 46.1 µM), for the others: at the highest dose ratio change, negative = lower green/red ratio, actives largely listed as inhibitors | hit rate 0.05% among 340,000 | AID 493014; active means well fitted inhibition curve with a large enough effect in the signal ratio, with a control signal flat, not every such curve was filed as active; inconclusive means small, poorly fitted or top-dose-only effect, or effect the other way, or a change in a side signal; the % refers to the signal ratio;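 further: potency means the concentration at half of the fitted maximal effect; plate controls were basal doxycycline-induced cells for no effect and cells given 10 µM MG132 for full effect; MG132 reads +100%, hits lower the ratio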
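Doxycycline induced both beetle luciferases in TMD8 lymphoma cells; IKK-driven degradation limits the IkappaBalpha-fused green signal, while red luminescence normalises for cell number and nonspecific effects. Compounds tested up to 46 uM, 4 hrs.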
Tb PFK inh: blocks T. brucei phosphofructokinase. O15648. T. brucei PFK, ADP-Glo luminescence. Potency, µM (top dose mostly 57.5 µM), without a hit: at the highest dose activity, negative = inhibition, hits mostly inhibitors. hit rate 0.17% among 330,000. AID 485367;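 further: potency means the concentration at half of the fitted maximal effect; 0% = uninhibited 1x PFK enzyme wells and -100% = no-enzyme wells; nearly all actives have a fitted effect of over 60% in size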
Target sequence (O15648 whole entry, looked up): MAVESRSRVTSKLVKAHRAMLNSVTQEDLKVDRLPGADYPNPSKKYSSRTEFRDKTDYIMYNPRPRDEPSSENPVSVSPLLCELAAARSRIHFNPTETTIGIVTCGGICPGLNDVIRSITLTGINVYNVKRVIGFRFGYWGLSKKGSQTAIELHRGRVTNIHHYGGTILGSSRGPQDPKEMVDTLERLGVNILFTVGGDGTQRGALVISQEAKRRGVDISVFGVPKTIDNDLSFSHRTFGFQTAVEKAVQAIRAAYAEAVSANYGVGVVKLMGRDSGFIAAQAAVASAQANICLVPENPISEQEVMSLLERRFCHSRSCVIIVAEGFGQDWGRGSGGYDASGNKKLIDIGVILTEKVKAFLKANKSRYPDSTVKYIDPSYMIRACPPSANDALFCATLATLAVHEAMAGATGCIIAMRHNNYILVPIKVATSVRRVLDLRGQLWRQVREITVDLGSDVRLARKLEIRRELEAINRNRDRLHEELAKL
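PFK 1.25 nM, F6P 0.5 mM, ATP 0.1 mM, 0.1 M TEA pH 8.0, 5 mM MgCl2, 0.01% Tween20, 0.1% BSA; 45 min RT. ADP-Glo readout. qHTS titration up to 57 uM; curves fitted, compounds curve-classed.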
ELG1 DNA repair: blocks ELG1-dependent DNA repair in HEK293T cells | Potency, µM (doses to about 46.1 µM), without a hit: at the highest dose activity change, negative = inhibition, actives largely listed as inhibitors | AID 504467 | hit rate 2.3% among 330,000 | HEK293T ELG1-luciferase reporter, luminescence, 16 h; DNA damage induced by 5-fluorouridine; further: potency means the concentration at half of the fitted maximal effect; on the % scale 0 is the no-effect control and ±100 the full control effect; nearly all actives have a fitted effect of over 55% in size
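DMSO vehicle served as the neutral condition. Each well held 2,000 cells given 5-fluorouridine plus compound; after 16 hr at 37 °C/5% CO2, ONE-Glo was added and luciferase measured 30 min later.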
Mito fusion act: mitochondrial division inhibition or fusion activation. AID 485298. hit rate 0.23% among 320,000. S. cerevisiae fusion-defective mutant growth rescue, CellTiterGlo 48 h. Potency, µM (top dose mostly 46.1 µM), inactives show top-dose growth rescue (activation), most hits filed as activators;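 further: potency means the concentration at half of the fitted maximal effect; % of control where 0% means no effect; nearly all actives have a fitted effect of over 45% in size; temperature-sensitive fusion mutants such as fzo1-1 at 37 °C on non-fermentable ethanol glycerol medium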
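Temperature-sensitive fusion-defective S. cerevisiae (e.g. fzo1-1, mgm1-5) were grown with compound in YPEG medium (3% ethanol, 3% glycerol) for 48 hours at 37C. Growth rescue was measured as viability by CellTiterGlo luminescence after 10 minutes at ambient.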
USP2a block: USP2a (human) protease inhibition; USP2 core, Ub-CHOP2 coupled fluorogenic reporter, 485/531; Potency, µM (top dose mostly 38.3 µM), inactives show at the top dose activity change, negative = inhibition, hits mostly inhibitors; hit rate 0.01% among 330,000; AID 463254;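 further: potency means the concentration at half of the fitted maximal effect; plate controls were DMSO wells for no effect and full inhibition by NEM control for full effect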
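Cell-free coupled assay: 10nM USP2 core preincubated 30min RT with compound in Tris-HCl pH 8.0/CaCl2/CHAPS buffer, then 25nM Ub-CHOP2 and 25nM reporter substrate; fluorescence (Ex 485/Em 531) read after 60min RT, normalized to NEM inhibition, concentration-response curves fitted.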
TSG101-PTAP inh: blocks PTAP/TSG101 interaction to inhibit HIV-1 budding; Potency, µM (doses to about 115 µM), inactives show at the highest dose activity change, negative = inhibition, actives largely listed as inhibitors; 340,000 tested, under 10 active; Q99816; Fluorescence polarization, FITC-PTAP peptide / Tsg101 binding; active means well fitted inhibition curve with a large enough effect in the main read-out, with a control signal flat, not every such curve was filed as active; inconclusive means small, poorly fitted or top-dose-only effect, or effect the other way, or a change in a side signal; inactive means no such curve, though single readings can be large or run the other way; further: potency means the concentration at half of the fitted maximal effect; % of control where 0% means no effect
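FP read-out: FITC-PTAP peptide, 50 nM final, binding Tsg101 binding domain, 10 uM final; 20 min, r.t.; 10 mM HEPES pH 7.5, 0.15 M NaCl, 0.01% Tween 20, 3 mM EDTA, 0.1 mM TCEP.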
* hit, by the source's call; ? = inconclusive; · = no result given; [ ] = another dose, or the depositor's remark. Unless noted, the call rests on the fitted dose curve; in most records, active means well fitted curve in the direction sought with a large enough effect; inconclusive means small, poorly fitted or top-dose-only effect, or another doubt; inactive means no such curve, though single readings can be large; an effect the other way counts as inactive or inconclusive.

Screens by letter – A = Eya2 inh; B = TCR act; C = TSHR antagonist; D = B2AR arrestin; E = uPA surface inh; F = Chronic BCR inh; G = Tb PFK inh; H = ELG1 DNA repair; I = Mito fusion act; J = USP2a block; K = TSG101-PTAP inh
smiles: Cc1ccc(-c2cc(C(=O)NCc3ccco3)c3ccccc3n2)s1
  A: 1%	B: 2%	C: 10	D: -0.4%	E: -5%	F: 7%	G: 15%	H: -13%	I: 1%	J: 0%	K: 0%
smiles: O=C(Cn1nnc(-c2cccc(C(F)(F)F)c2)n1)NC(=O)NCc1ccco1
  A: -6%	B: 6%	C: 44	D: 0.1%	E: 1%	F: ?	G: 4%	H: 0%	I: -5%	J: -5%	K: 2%
smiles: O=C(Cn1cnc2ccccc2c1=O)NCCCN1CCCC1=O
  A: 19%	B: ·	C: 27	D: -0.8%	E: 15%	F: -4%	G: -2%	H: 20%	I: 4%	J: 0%	K: 1%
smiles: O=C(COc1ccc(F)cc1)Nc1nnc(C2CC2)s1
  A: -12%	B: 6%	C: 0	D: -0.2%	E: 1%	F: 7%	G: -1%	H: ?	I: 7%	J: 1%	K: -5%
smiles: O=C(NCc1ccccn1)c1ccc2c(c1)N(Cc1ccccc1)CCS2
  A: -7%	B: -2%	C: 9	D: -0.4%	E: -2%	F: ?	G: -1%	H: ?	I: 17%	J: -1%	K: -2%
smiles: O=C(O)CN1C(c2ccccc2O)Nc2ccc(Br)cc2C1c1ccccc1 (configuration not stated)
  A: 2%	B: 0%	C: -6	D: -1.2%	E: 2%	F: 17%	G: -11%	H: ?	I: -6%	J: -1%	K: -1%
smiles: COc1ccc2c(-c3ccccc3)cc(N3CCOCC3)nc2c1
  A: -21%	B: 6%	C: 33	D: 0.0%	E: 3%	F: -15%	G: -17%	H: -18%	I: 9%	J: -10%	K: -2%
smiles: CCCC/C(C)=N\NC(=O)CNS(=O)(=O)c1ccc([N+](=O)[O-])cc1
  A: -10%	B: -3%	C: 9	D: 0.2%	E: 3%	F: -12%	G: -2%	H: ?	I: -2%	J: 2%	K: -1%
smiles: O=C(Nc1cccc(-n2cnnn2)c1)c1cc2ccccc2o1
  A: -6%	B: -6%	C: 6	D: -0.5%	E: 15%	F: -1%	G: 4%	H: -3%	I: -2%	J: 2%	K: -3%
smiles: CSc1ccc(C(=O)C2CCCN(C(=O)Cn3cnnn3)C2)cc1 (configuration not stated)
  A: -1%	B: -3%	C: 1	D: 0.1%	E: 4%	F: -5%	G: 0%	H: 3%	I: 0%	J: 0%	K: -1%

Reformatted as comma-separated lines: entries from further up
molecule,Eya2 inh,TCR act,TSHR antagonist,B2AR arrestin,uPA surface inh,Chronic BCR inh,Tb PFK inh,ELG1 DNA repair,Mito fusion act,USP2a block,TSG101-PTAP inh
Cc1ccc(-c2cc(C(=O)NCc3ccco3)c3ccccc3n2)s1,1%,2%,10,-0.4%,-5%,7%,15%,-13%,1%,0%,0%
O=C(Cn1nnc(-c2cccc(C(F)(F)F)c2)n1)NC(=O)NCc1ccco1,-6%,6%,44,0.1%,1%,?,4%,0%,-5%,-5%,2%
O=C(Cn1cnc2ccccc2c1=O)NCCCN1CCCC1=O,19%,·,27,-0.8%,15%,-4%,-2%,20%,4%,0%,1%
O=C(COc1ccc(F)cc1)Nc1nnc(C2CC2)s1,-12%,6%,0,-0.2%,1%,7%,-1%,?,7%,1%,-5%
O=C(NCc1ccccn1)c1ccc2c(c1)N(Cc1ccccc1)CCS2,-7%,-2%,9,-0.4%,-2%,?,-1%,?,17%,-1%,-2%
O=C(O)CN1C(c2ccccc2O)Nc2ccc(Br)cc2C1c1ccccc1 (configuration not stated),2%,0%,-6,-1.2%,2%,17%,-11%,?,-6%,-1%,-1%
COc1ccc2c(-c3ccccc3)cc(N3CCOCC3)nc2c1,-21%,6%,33,0.0%,3%,-15%,-17%,-18%,9%,-10%,-2%
CCCC/C(C)=N\NC(=O)CNS(=O)(=O)c1ccc([N+](=O)[O-])cc1,-10%,-3%,9,0.2%,3%,-12%,-2%,?,-2%,2%,-1%
O=C(Nc1cccc(-n2cnnn2)c1)c1cc2ccccc2o1,-6%,-6%,6,-0.5%,15%,-1%,4%,-3%,-2%,2%,-3%

Later entries.
Screens by letter – A = Eya2 inh; B = TCR act; C = TSHR antagonist; D = B2AR arrestin; E = uPA surface inh; F = Chronic BCR inh; G = Tb PFK inh; H = ELG1 DNA repair; I = Mito fusion act; J = USP2a block; K = TSG101-PTAP inh
smiles: COCCNC(=O)C(c1ccc(C)cc1)N(CCOC)C(=O)CCC(=O)Nc1nccs1 (configuration not stated)
  A: 0%	B: 6%	C: 25	D: 0.0%	E: 0%	F: -3%	G: -18%	H: 10%	I: -1%	J: 3%	K: -9%
smiles: CN(c1ccccc1)S(=O)(=O)c1cccc(NC(=O)Cn2cnc3c2c(=O)n(C)c(=O)n3C)c1
  A: 2%	B: -3%[46.1 µM]	C: -10	D: -1.1%	E: -5%	F: -12%	G: 8%	H: ?	I: -4%	J: 4%	K: -3%
smiles: Cc1ccccc1C(=O)NC(CC(C)C)C(=O)OCC(=O)c1c(N)n(C)c(=O)n(C)c1=O (configuration not stated)
  A: -1%	B: 9%	C: -1	D: -0.3%	E: -5%	F: -2%	G: 0%	H: 3%	I: 2%	J: -2%	K: 2%
smiles: O=C(O)CCN1C(=O)CC(N2C(=O)/C(=C/c3ccc(Cl)cc3)SC2=S)C1=O (configuration not stated)
  A: -7%	B: -10%[46.1 µM]	C: -11	D: -0.5%	E: 8%	F: -5%	G: 13%	H: -2%	I: 3%	J: 0%	K: -1%
smiles: Cc1cccc(NC(=O)COC(=O)Cc2cccs2)c1C
  A: 8%	B: 3%	C: 4	D: 5.1%	E: 0%	F: 2%	G: -1%	H: 14%	I: -3%	J: 1%	K: -4%
smiles: CC(=O)Nc1ccc(S(=O)(=O)N2CCC(C(=O)NCCC(=O)Nc3ccccc3)CC2)cc1
  A: 5%	B: 0%	C: 13	D: 0.4%	E: 4%	F: -7%	G: -7%	H: ?	I: -5%	J: 2%	K: -6%
smiles: COc1ccc(NC(=O)c2cc(-c3ccccc3Cl)no2)cc1
  A: -2%	B: 2%	C: -11	D: -0.1%	E: -4%	F: 5%	G: -8%	H: 3%	I: 2%	J: 0%	K: -5%

An excerpt from above, limited to uPA surface inh, Chronic BCR inh and TSHR antagonist.
SMILES | uPA surface inh | Chronic BCR inh | TSHR antagonist
CC(=O)Nc1ccc(S(=O)(=O)N2CCC(C(=O)NCCC(=O)Nc3ccccc3)CC2)cc1 | 4% | -7% | 13
Cc1cccc(NC(=O)COC(=O)Cc2cccs2)c1C | 0% | 2% | 4
